Bioassay records as filed in PubChem.
PV pol inh – poliovirus RdRp elongation inhibitors, primary screen, biochemical, fluorescence polarization, total intensity | poliovirus polymerase elongation; stronger effect = lower value | Genome polyprotein (Poliovirus type 1 (strain Mahoney)), P03300 | 0.66% of 150,000 active | AID 588519, 2011 | % elongation, % (compound at 16.7 µg/mL); in the data active means % elongation below about 90%; further: some results filed as inactive read as strong as hits
Target sequence (P03300 1749-2209 limits assumed): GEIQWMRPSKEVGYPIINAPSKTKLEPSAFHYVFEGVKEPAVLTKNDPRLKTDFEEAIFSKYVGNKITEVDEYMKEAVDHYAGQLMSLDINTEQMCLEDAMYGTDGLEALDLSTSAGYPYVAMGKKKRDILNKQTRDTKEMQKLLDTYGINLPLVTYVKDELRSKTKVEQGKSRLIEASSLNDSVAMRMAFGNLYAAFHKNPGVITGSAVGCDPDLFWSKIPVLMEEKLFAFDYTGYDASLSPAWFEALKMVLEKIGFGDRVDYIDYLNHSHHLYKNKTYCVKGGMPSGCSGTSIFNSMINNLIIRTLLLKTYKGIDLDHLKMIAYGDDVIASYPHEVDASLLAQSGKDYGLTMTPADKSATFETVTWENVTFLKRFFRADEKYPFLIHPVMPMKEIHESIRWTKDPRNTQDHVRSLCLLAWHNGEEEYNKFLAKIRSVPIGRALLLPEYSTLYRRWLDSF
PV pol inh FP z-score – recorded beside PV pol inh, whose call it bears; z-score; measured here: FP z-score; hits read low
The depositor's hits bear a star.

nr	Compound	PV pol inh	PV pol inh FP z-score
1	COc1cccc(C(=O)Nc2cc(-c3ccccc3)nn2-c2ccccc2)c1	107.0	0
2	COc1ccc(CSc2nc3ccccc3s2)cc1OC	99.0	-0.4
3	CCCCn1c2nc3ccccc3nc2c2cccc(C)c21	100.0	-0.2
4	COC(=O)COc1ccc(NC(=O)c2ccco2)cc1	100.0	0
5	C=CCC(O)(CC=C)C(C)N (configuration not stated)	101.0	-0.1
6	COc1cccc(N2CCN(C3=NS(=O)(=O)C(c4ccc(C)cc4)=C3C)CC2)c1	111.0	0.7
7	O=C(c1ccco1)N1CCN(c2ccc(C(F)(F)F)cn2)CC1	97.0	-0.9
8	O=C(O)C1CC=CCC1C(=O)Nc1ccc(Cc2ccncc2)cc1 (configuration not stated)	99.0	-0.9
9	CCOc1cc(N2CCOCC2)c(OCC)cc1NC(=O)Cn1nnc(-c2ccccc2C)n1	104.0	0
10	O=C1NC(=S)NC(=O)C1=Cc1ccccc1	96.0	-0.9
11	CCC(CC)c1nn2c(=O)cc(COc3ccc(NC(=O)c4ccc(C)cc4)cc3)nc2s1	108.0	0.2
12	CCCNC(=O)c1cnc(N2CCCC2)nc1	105.0	1.3
13	COc1ccc(-c2nc(CSc3nncn4c3cc3oc(C)cc34)c(C)o2)cc1	107.0	0.1
14	COC(=O)N/N=C(/c1ccccc1)C1CCCCC1	103.0	0
15	CC(N=C1NS(=O)(=O)c2ccccc21)C(=O)NCCc1ccc2c(c1)OCCO2 (configuration not stated)	108.0	1.1
16	CCCCN(Cc1ccccc1)Cc1ccco1	100.0	-0.1
17	O=C(O)c1cc2cc(Cl)ccc2oc1=O	97.0	-1.3
18	Cc1cc2c(cc1S(=O)(=O)NCc1ccc(F)cc1)OCC(=O)N2	101.0	-1
19	Cc1ccccc1-c1nnc(SCC(=O)N2CCCCC2)o1	108.0	0.6
20	O=C(CC12CC3CC(CC(Br)(C3)C1)C2)OCC(=O)N1CCCC1	103.0	0.9
21	Cc1cccc(C(=O)Nc2nnc(S(=O)(=O)N(C)c3ccccc3C)s2)c1	102.0	-1.6
22	O=C(CCCn1c(=O)c2cccn2c2ccccc21)Nc1cc(C(F)(F)F)ccc1Cl	113.0	1.1
23	Cc1c(Cl)cccc1NC(=O)c1ccc(N2C(=O)c3ccccc3C2=O)cc1	104.0	0.7
24	Cc1cccc(-c2cc(=O)c3cc(C)ccc3o2)c1	106.0	0.2
25	COc1ccccc1Oc1ccc(N/C=C/C(=O)c2ccco2)cc1	103.0	0.5
26	CC1(C)CC(=O)C2=C(C1)NCN(Cc1ccc3c(c1)OCO3)C2	103.0	0.2
27	CCCC(=O)Nc1nnc(Cc2ccc(Cl)cc2)s1	104.0	0.2
28	Nc1nc(-c2ccccc2)cn1/N=C/c1ccccc1	104.0	0.6
29	CCc1ccc(/C=C2\C(=O)NC(C)=C2C(=O)OC)cc1	102.0	0.1
30	Cc1cc(C)cc(NC(=O)N2CCC(CN3CCOCC3)CC2)c1	105.0	-0.7
31	CCCNS(=O)(=O)c1cc2c3c(c1)c(C)cc(=O)n3CC2	102.0	0.3
32	Cc1ccc(NC(=O)c2cccc(NC(=O)N3CCSc4ncccc43)c2)cc1Cl	106.0	0
33	CCCCN(C)C(=O)c1cc2c(Cl)nc3ccccc3c2s1	103.0	0.5
34	COc1ccc(OCC(=O)Nc2cc(-c3nc4ccccc4o3)ccc2Cl)cc1	110.0	1.4
35	CCOC(=O)C1(Cc2ccc(O)cc2)NC(c2ccccc2F)C2C(=O)N(C)C(=O)C21 (configuration not stated)	102.0	0.2
36	CCc1nn(CCCC(=O)NCc2cc(Br)ccc2OC)c(=O)c2cc3occc3n12	113.0	0.8
37	Cc1cc(=O)[nH]c(NN)n1	115.0	1.2
38	CC(C)(C)C1CCc2c(sc3nnn(CCOc4ccccc4)c(=O)c23)C1 (configuration not stated)	108.0	0.2
39	Cc1cccc(Cn2c(=O)n3nc(-c4ccccc4)nc3c3ccccc32)c1	105.0	-0.2
40	O=C(CC1=NS(=O)(=O)c2ccccc2N1)NCCC1=CCCCC1	102.0	0.1
41	CC(C)(O)C(C)(C)CCO	109.0	0.7
42	C1=C(c2ccccc2)Nc2ncnn2C1c1ccc2c(c1)OCO2 (configuration not stated)	100.0	-0.3
43	COc1cccc(NC(=S)NN)c1	100.0	-0.7
44	O=C(CCc1ccccc1)N(Cc1cccnc1)c1nc2ccc(F)cc2s1	105.0	-0.4
45	Cc1cc(-n2c(=S)sc3c(=O)n(-c4ccc(F)cc4)c(SCC#N)nc32)ccc1Cl	104.0	0.9
46	CCc1nc(SCC(=O)Nc2ccc(NC(C)=O)cc2)n[nH]1	108.0	1
47	CCn1c2ccccc2c2cc(/C=N/NC(=O)c3ccncc3)ccc21	101.0	-0.3
48	Cc1cc(NC(=O)COC(=O)C2=NNC(=O)CC2)no1	97.0	-1
49	Cc1nn(-c2ccccc2)c(C)c1C(=O)NCC(c1cccs1)N(C)C (configuration not stated)	111.0	0.9
50	CS(=O)(=O)NN=C1CCCCC1	100.0	0
51	CCc1ccc(C2=Nn3c(C)nnc3SC2)cc1	93.0	-0.9
52	CCC(=O)N1CCc2cc(OC)c(OC)cc2C1COc1ccc2c(C)cc(=O)oc2c1 (configuration not stated)	108.0	0.7
53	COc1ccccc1N(Cc1ccccc1O)C(=O)COc1ccccc1	109.0	0.2
54	COc1ccc2cc(CN(CC3COCCO3)S(=O)(=O)c3c(C)cc(C)cc3C)c(=O)[nH]c2c1 (configuration not stated)	100.0	-0.5
55	COc1ccc(C(=O)NNc2ncnc3c2cnn3-c2ccccc2)cc1	97.0	-1.7
56	Cc1ccc2c(c1)c1c(n2CCN(Cc2ccccc2)Cc2ccccc2)C(=O)CCC1	103.0	0.4
57	N#Cc1ccsc1NC(=O)CN1CCc2ccccc2C1	116.0	2.3
58	N#Cc1cccc(OCc2ccccc2F)c1	100.0	0.1
59	CCC1(C)CC(/C=N/O)CCO1 (configuration not stated)	99.0	-1
60	O=C1CC(NNc2ccccc2)C(=O)N1c1cccc(Cl)c1 (configuration not stated)	102.0	0

Five entries from above, in transposed form:
(4) COC(=O)COc1ccc(NC(=O)c2ccco2)cc1
(5) C=CCC(O)(CC=C)C(C)N (configuration not stated)
(6) COc1cccc(N2CCN(C3=NS(=O)(=O)C(c4ccc(C)cc4)=C3C)CC2)c1
(7) O=C(c1ccco1)N1CCN(c2ccc(C(F)(F)F)cn2)CC1
(8) O=C(O)C1CC=CCC1C(=O)Nc1ccc(Cc2ccncc2)cc1 (configuration not stated)
entry no. | 4 | 5 | 6 | 7 | 8
PV pol inh | 100.0 | 101.0 | 111.0 | 97.0 | 99.0
PV pol inh FP z-score | 0 | -0.1 | 0.7 | -0.9 | -0.9

Continued:
nr	Compound	PV pol inh	PV pol inh FP z-score
61	Clc1ccc(OCc2nc(-c3ccccc3)no2)cc1	103.0	0.4
62	CCOC(=O)C1=C(CN2CCc3ccccc32)NC(=O)NC1c1ccccc1 (configuration not stated)	101.0	-0.7
63	Cc1c(-c2ccccc2)[n+](=O)c(-c2ccc(Br)cc2)c(C)n1[O-]	102.0	0.1
64	COc1cc(C(=O)N2CCN(Cc3ccccc3C(F)(F)F)CC2)cc(OC)c1OC	101.0	-0.2
65	COc1ccc(NC(=O)COC(=O)CC2Sc3ccccc3NC2=O)cc1 (configuration not stated)	105.0	-0.1
66	CCCNc1ncnc2c1cnn2-c1ccccc1	104.0	1.4
67	O=C(CSc1ncn(-c2ccccc2)n1)NCC1CCCO1 (configuration not stated)	100.0	-0.7
68	Cc1nc(NCCc2ccccc2)sc1C(=O)N(C)C	101.0	-0.1
69	COC(=O)C1=C(C)NC2=C(C(=O)c3ccccc32)C1c1ccc(OC)cc1 (configuration not stated)	101.0	-0.1
70	CC1=C(C#N)C(c2ccc(OCc3ccccc3)cc2)C(C#N)=C(C)N1	105.0	0.8
71	COc1ccc(N2CCN(S(=O)(=O)CCNC(=O)C3CC(=O)N(c4ccccc4)C3)CC2)cc1 (configuration not stated)	102.0	-1.1
72	Cc1cc(NC(=O)CC(C)(C)C)nc2c1c(=O)oc1ccccc12	101.0	0.2
73	CCOC(=O)c1c(NC(=O)/C=C/c2ccc(C)cc2)sc2c1CCCC2	106.0	0.7
74	CCc1ccc(C2CC(=O)c3c([nH]c(C(=O)OCc4ccc(C)cc4)c3C)C2)cc1 (configuration not stated)	111.0	1.5
75	CNC(=S)NNS(=O)(=O)c1ccc(C)cc1	101.0	0.1
76	Cc1onc(-c2ccccc2)c1-c1csc(CS(=O)(=O)C(C)(C)C)n1	101.0	-0.1
77	COc1ccc(CCN2C(=O)/C(=C/C3CC=CCC3)SC2=S)cc1OC (configuration not stated)	101.0	-0.2
78	CC(=O)NCCc1nc2ccccc2n1CCOc1ccccc1	104.0	0.8
79	CCCCOC(=O)Sc1nc2ccccc2o1	97.0	-0.6
80	CC(=O)Nc1ccc(Nc2nc3c(S(=O)(=O)c4cccc(Cl)c4)nnn3c3ccsc23)cc1	100.0	-0.7
81	Cc1nn(-c2ccc(F)cc2)c2sc(C(=O)N(C)C3CCN(C)CC3)cc12	97.0	-1.7
82	CCn1c2ccccc2c2cc(CNCCc3ccc(Cl)cc3)ccc21	102.0	0.2
83	COc1ccc(NC(=O)Cn2cnc3sc(C)c(S(=O)(=O)N4CCN(C)CC4)c3c2=O)cc1OC	105.0	-0.2
84	CCOC(=O)c1ccccc1OC(=O)c1c(F)c(F)c(F)c(F)c1F	97.0	-0.8
85	CCCCn1c(COc2ccc(Cl)c(C)c2)nc2cc(S(N)(=O)=O)ccc21	113.0	1.2
86	COC(=O)c1c(C)oc2ccc(OCC(=O)OC(C)(C)C)cc12	100.0	-0.5
87	O=C(NCCCN1CCCCC1)c1[nH]c2ccccc2c1Sc1ccc(Cl)cc1	110.0	0.5
88	COc1cccc(-c2ccc3c(N)c(C(=O)Nc4ccc(C)c(F)c4)sc3n2)c1	110.0	-0.2
89	CC1CCN(S(=O)(=O)c2ccc3c(c2)CCN3C(=O)Nc2ccc(Br)cc2)CC1	104.0	-1.2
90	CCOC(=O)C1=NN(c2ccccc2)C2c3cc(OC)c(OC)cc3CCN12 (configuration not stated)	99.0	-0.8
91	CSc1cccc(-n2c(C)cc(C(N)=O)c2C)c1	100.0	0.4
92	O=C(N/N=C/c1cc2c(cc1Br)OCO2)c1ccc(CN2CCOCC2)cc1	103.0	1.2
93	COC(=O)c1c(SC)nc2ccccc2c1OCc1cccc(C)c1	106.0	0
94	CN(CC1COc2ccccc2O1)C(=O)c1ccc(Cl)cc1Cl (configuration not stated)	101.0	-0.5
95	CCN(CC)CC(C)CNC(=O)CN1C(=O)CSc2ccc(S(=O)(=O)N3CCOCC3)cc21 (configuration not stated)	102.0	-2.1
96	CCS(=O)(=O)c1ccc(O)c(N=Cc2c(O)[nH]c(=S)[nH]c2=O)c1	115.0	1.4
97	C=CCNCCOc1cccc(CC)c1	99.0	-0.2
98	COc1ccccc1NCn1c(=O)sc2ccccc21	100.0	-0.2
99	O=C(NCc1ccccc1Cl)c1cc(=O)[nH]c2ccc(S(=O)(=O)N3CCCCC3)cc12	109.0	0.9
100	Cc1ccc(-c2csc(=S)n2CC(=O)O)cc1	103.0	0.3
101	C/C(=N/NC(N)=S)C1C(=O)c2ccccc2C1=O	101.0	0.4
102	COc1ccc2c(c1)CC(C(=O)NCCN1CCN(c3cccc(C)c3C)CC1)CO2 (configuration not stated)	113.0	1.4
103	COc1ccc(CN2C(=O)c3ccccc3CC2(C)C(=O)NC2CCCCC2)cc1 (configuration not stated)	104.0	0.4
104	Cc1cc(N=Cc2c(O)ccc3ccccc23)no1	96.0	-1.5
105	N#Cc1cc(C#N)c(SCc2cc3c(cc2Br)OCCO3)nc1N	117.0	2.8
106	CCn1c(SCc2ccccc2)nnc1C1CCCCC1	103.0	0.3
107	CCN(Cc1nc2cc(OC)c(OC)cc2c(=O)[nH]1)C(=O)NC(C)(C)C	99.0	-0.5
108	CCOc1cc2oc(=O)cc(C)c2cc1OCC	104.0	0.6
109	COc1ccccc1NC(=O)COc1ccc(/C=N/n2cnnc2)cc1OC	101.0	0.1
110	COc1cc(C(O)c2cc(C(F)(F)F)cc(C(F)(F)F)c2)cc(OC)c1OC (configuration not stated)	104.0	0.1
111	CCC(=O)Nc1cc(C)c(O)c(-c2nc3ncccc3o2)c1	107.0	0.3
112	O=C(c1ccc2c(c1)N(Cc1ccccc1F)C(=O)c1ccccc1S2(=O)=O)N1CCOCC1	105.0	-0.1
113	CN(C)S(=O)(=O)c1ccc2nnn(OCc3ccccc3)c2c1	106.0	0.5

Entries of single compounds as entered above:
CN(C)S(=O)(=O)c1ccc2nnn(OCc3ccccc3)c2c1 reads PV pol inh: 106.0; PV pol inh FP z-score: 0.5
CCN(CC)CC(C)CNC(=O)CN1C(=O)CSc2ccc(S(=O)(=O)N3CCOCC3)cc21 (configuration not stated) reads PV pol inh: 102.0; PV pol inh FP z-score: -2.1
CCC(=O)Nc1cc(C)c(O)c(-c2nc3ncccc3o2)c1 reads PV pol inh: 107.0; PV pol inh FP z-score: 0.3

The list is partial; rates above refer to the full screens.
